Assay outcomes as filed in PubChem BioAssay.
eIF4E 4G PPI: eIF4E–eIF4G protein interaction inhibitors, primary screen, biochemical, uHTS, TR-FRET, eIF4GI fragment | Eukaryotic translation initiation factor 4E (Mus musculus) + Eukaryotic translation … | TR-FRET eIF4E-eIF4GI(517-606) binding, 2 h | inhibition, % at 21.7 µM | 220,000 compounds, 0.37% hits | AID 782, 2007;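 further: 0% = full FRET control wells and 100% = background wells lacking eIF4GI fragment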
KCC2 mod: KCC2 cotransporter modulators, thallium flux, primary screen, cell-based, HEK293 KCC2, FluoZin-2 fluorescence, MLSMR. Solute carrier family 12 member 5 (Homo sapiens), Q9H2X9. KCC2 cells, thallium flux FluoZin-2 fluorescence. B-score of Tl+ flux slope (higher = more flux/activation; lower = inhibition) at 10 µM. 190,000 compounds, 2.2% hits. AID 1456, 2008;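 active means thallium flux slope and its plate-corrected score both differing from the plate sample mean at a set confidence after two filtering rounds, in either direction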;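 further: slope of fluorescence scaled to starting intensity during 10 to 20 s after thallium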
14-3-3 Bad PPI: inhibitors of 14-3-3 zeta/Bad binding, primary screen, biochemical, TR-FRET, bovine 14-3-3 zeta; 14-3-3 protein zeta/delta (Bos taurus), P63103; TR-FRET 14-3-3zeta/Dy647-pBad peptide displacement, 1 h; inhibition, % at 21.7 µM; 220,000 compounds, 0.71% hits; AID 781, 2007;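 active means inhibition above about 70%, limit read from the data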;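 further: 0% = full 14-3-3 plus peptide FRET controls and 100% = background without 14-3-3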
p47phox inh: p47phox/p22phox peptide binding inhibitors, primary screen, biochemical, uHTS, NADPH oxidase regulatory subunit; fluorescence polarization, 2 h; inhibition, % at 24.7 µM; Neutrophil cytosol factor 1 (Homo sapiens), P14598; 220,000 compounds, 0.53% hits;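 further: 0% = p47phox with labelled peptide and 100% = labelled peptide alone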
thrombin 1536: human alpha-thrombin inhibitors, primary screen, counter-screen for coagulation protease inhibitor project, biochemical, 1536-well, fluorogenic AMC substrate; 220,000 compounds, 0.26% hits; Prothrombin (Homo sapiens), P00734; inhibition, % at 5 µM; Boc-VPR-AMC fluorogenic substrate cleavage;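 active means inhibition at or above 40%; inactive means inhibition below 40%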;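 further: 0% = enzyme with no compound and 100% = wells without enzyme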
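System: Human alpha-thrombin protein | Medium: pH 7.5 Tris (50 mM) with NaCl 150 mM, Tween 20 0.05% | Times: Enzyme reaction carried out at room temperature | Detection: AMC fluorescence, 355/460 nm | Evaluation: Percent inhibition scaled between no-compound controls and no-enzyme blanks | Benchmarks: Enzyme without compound as high, wells lacking enzyme as low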
hK5 inh: human KLK5 protease inhibitors, primary screen, biochemical, 1536-well | inhibition, % at 5 µM | 210,000 compounds, 0.59% hits | Kallikrein-5 (Homo sapiens), Q9Y337 | AID 873, 2007 | recombinant hK5, fluorogenic AMC substrate cleavage;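 active means inhibition of 40% or more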;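 further: 0% = enzyme controls without compound and 100% = no-enzyme blanks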
EBV gp42 block: Epstein-Barr virus gp42 inhibitors, primary screen, biochemical, uHTS, fluorescence polarization; Fluorescence polarization binding assay, mP read-out; 220,000 compounds, 0.42% hits; inhibition, % (tested at 21.74 µM); AID 1085, 2008; in the data active means inhibition above about 50%
Furin inhibitor: human furin inhibitors, primary screen, biochemical, fluorescence intensity | P09958 | purified furin, fluorogenic substrate cleavage | inhibition, % at 30 µM | 220,000 compounds, 0.061% hits; in the data active means inhibition above about 25%; further: inactives centre near -15
Target sequence (P09958 108-714 limits assumed): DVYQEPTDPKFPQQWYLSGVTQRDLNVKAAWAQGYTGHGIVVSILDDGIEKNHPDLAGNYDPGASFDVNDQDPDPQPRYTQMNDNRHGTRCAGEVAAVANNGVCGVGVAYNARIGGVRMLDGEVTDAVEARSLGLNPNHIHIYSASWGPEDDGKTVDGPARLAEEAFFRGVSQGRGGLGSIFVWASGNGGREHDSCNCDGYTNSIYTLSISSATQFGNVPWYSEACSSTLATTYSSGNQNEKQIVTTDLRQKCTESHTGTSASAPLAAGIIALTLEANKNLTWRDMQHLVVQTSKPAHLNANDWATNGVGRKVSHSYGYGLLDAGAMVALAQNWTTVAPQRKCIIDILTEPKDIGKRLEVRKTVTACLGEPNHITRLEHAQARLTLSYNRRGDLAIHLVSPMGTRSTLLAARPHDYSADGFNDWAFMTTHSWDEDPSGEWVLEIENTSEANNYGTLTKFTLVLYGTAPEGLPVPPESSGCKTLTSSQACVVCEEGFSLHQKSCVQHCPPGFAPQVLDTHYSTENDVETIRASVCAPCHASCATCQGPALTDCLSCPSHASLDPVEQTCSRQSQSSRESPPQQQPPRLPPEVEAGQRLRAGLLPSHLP
Rad51 HR inh: human RAD51 strand exchange inhibitors, primary screen, biochemical, fluorescence | DNA repair protein RAD51 homolog 1 (Homo sapiens), Q06609 | 200,000 compounds, 0.085% hits | inhibition, % at 10 µM | hRad51 DNA strand exchange, fluorescence dequenching;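 active means inhibition above 40% at the single screening dose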;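 further: 0% = DMSO control wells and 100% = blanks with heterologous ssDNA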
Target sequence (Q06609 whole entry, looked up): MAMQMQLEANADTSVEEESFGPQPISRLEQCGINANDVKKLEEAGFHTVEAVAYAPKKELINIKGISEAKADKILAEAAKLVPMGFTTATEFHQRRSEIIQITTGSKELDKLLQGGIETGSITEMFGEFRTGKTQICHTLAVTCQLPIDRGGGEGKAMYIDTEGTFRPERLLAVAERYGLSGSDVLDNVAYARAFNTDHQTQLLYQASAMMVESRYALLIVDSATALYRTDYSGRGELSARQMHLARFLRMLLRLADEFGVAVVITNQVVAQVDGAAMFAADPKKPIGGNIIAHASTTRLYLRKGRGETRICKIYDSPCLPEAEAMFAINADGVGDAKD
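Read-out basis: percent inhibition relative to plate controls and blanks / Assay system: human Rad51 nucleoprotein filaments preassembled on unlabelled ssDNA / Timing: filaments 15 min 37 °C, then compound 30 min / Control set: per-plate controls and blanks / Technique: fluorescence dequenching at 485/520 nm / Compound: 10 µM final, single point / Also added: Fluorescein- and BHQ1-tagged 47-mer duplex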
An asterisk follows results filed as active; i = inactive; · = not tested or not shown; [ ] = another dose, or the depositor's remark.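 How the source made its calls, unless noted: active means inhibition above about 30% (limit read from the data); inactive means the rest.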

SMILES	eIF4E 4G PPI	KCC2 mod	14-3-3 Bad PPI	p47phox inh	thrombin 1536	hK5 inh	EBV gp42 block	Furin inhibitor	Rad51 HR inh
COc1ccc(NC(=O)CN(C)C(=O)c2oc3ccccc3c2C)cc1	-6	-0.55	-7	0	-1	-2	5	-27	5
C/C(Cl)=C\Cn1c(Nc2ccc(C)cc2)nc2c1c(=O)n(C)c(=O)n2C	8[fluorescence artefact?]	-1.8	2[fluorescence artefact?]	-6	2	5	-15	-3[20 µM]	4
Cc1ccn2cc(C(=O)NCc3ccco3)nc2c1	2	0.15	8	0	3	-12	5	-15	6
CSc1nnc2c(n1)OC(c1cccn1C)N(C(C)=O)c1ccccc1-2 (centres undefined)	0	0.17	4	-12	-6	-14	7	-14	-2
Cc1ccc(OS(=O)Nc2cccc3nccnc23)cc1 (centres undefined)	5	1.4	3	1	20	20	0	-17	-7
Cc1csc2nc(CNC(=O)C3CCCCC3)cn12	2[fluorescence artefact?]	0.67	2[fluorescence artefact?]	-1	-5	-10	10	-23	-7
Cc1ccc(NC(=S)NC(=O)c2c(-c3ccccc3Cl)noc2C)cc1	12	5.4*	-9	-7	-3	4	18	-15	·
COC(=O)c1nn(-c2ccc(Cl)cc2)c(=O)cc1Sc1ccccn1	14	-0.0055	-10	-16	3	3	-17	-14	1
CC(=O)n1cc([C@H]2C=C(C(=O)Nc3ccccc3)O[C@@H](OCc3ccc(CO)cc3)C2)c2ccccc21	1	-2.7	2	·	-6	0	-19	-23	-9
O=C(CCCc1ccccc1)Nc1cccc(C(=O)O)c1	-5	0.37	-1	18	·	1	-6	-12	10
COc1ccc(S(=O)(=O)N2CCCCCC2)cc1NC(=O)c1c2c(nc3ccccc13)CCN(Cc1ccccc1)C2	7	-1.5	-4	-35	-8	-19	-39	-12	-11
O=C(CCC1CCCCC1)Nc1nccs1	5	·	-3	-18	-5	7	-14	-28	-1
COc1ccc(-c2nc(CS(=O)CC(=O)NCCC3=CCCCC3)c(C)o2)cc1 (centres undefined)	1	·	4	-22	-9	-24	-4	-15	9
CCOc1ccc(S(=O)(=O)N(CCO)CCO)cc1-c1nc2c(C(C)(C)C)nn(C)c2c(=O)[nH]1	-6	·	-5	-2	-3	-25	8	-7[20 µM]	5
CC(C(=O)N1CCCCC1)n1ncn2cccc2c1=O (centres undefined)	1	0.15	14	-4	-3	-3	-29	-18	10

Some of these compounds in order of heavy-atom count, descending:
SMILES	eIF4E 4G PPI	KCC2 mod	14-3-3 Bad PPI	p47phox inh	thrombin 1536	hK5 inh	EBV gp42 block	Furin inhibitor	Rad51 HR inh
COc1ccc(S(=O)(=O)N2CCCCCC2)cc1NC(=O)c1c2c(nc3ccccc13)CCN(Cc1ccccc1)C2	7	-1.5	-4	-35	-8	-19	-39	-12	-11
CC(=O)n1cc([C@H]2C=C(C(=O)Nc3ccccc3)O[C@@H](OCc3ccc(CO)cc3)C2)c2ccccc21	1	-2.7	2	·	-6	0	-19	-23	-9
CCOc1ccc(S(=O)(=O)N(CCO)CCO)cc1-c1nc2c(C(C)(C)C)nn(C)c2c(=O)[nH]1	-6	·	-5	-2	-3	-25	8	-7[20 µM]	5
COc1ccc(-c2nc(CS(=O)CC(=O)NCCC3=CCCCC3)c(C)o2)cc1 (centres undefined)	1	·	4	-22	-9	-24	-4	-15	9
COc1ccc(NC(=O)CN(C)C(=O)c2oc3ccccc3c2C)cc1	-6	-0.55	-7	0	-1	-2	5	-27	5
COC(=O)c1nn(-c2ccc(Cl)cc2)c(=O)cc1Sc1ccccn1	14	-0.0055	-10	-16	3	3	-17	-14	1
Cc1ccc(OS(=O)Nc2cccc3nccnc23)cc1 (centres undefined)	5	1.4	3	1	20	20	0	-17	-7
CC(C(=O)N1CCCCC1)n1ncn2cccc2c1=O (centres undefined)	1	0.15	14	-4	-3	-3	-29	-18	10
Cc1csc2nc(CNC(=O)C3CCCCC3)cn12	2[fluorescence artefact?]	0.67	2[fluorescence artefact?]	-1	-5	-10	10	-23	-7
O=C(CCC1CCCCC1)Nc1nccs1	5	·	-3	-18	-5	7	-14	-28	-1

More structures.
SMILES	eIF4E 4G PPI	KCC2 mod	14-3-3 Bad PPI	p47phox inh	thrombin 1536	hK5 inh	EBV gp42 block	Furin inhibitor	Rad51 HR inh
CCOc1nc(-c2ccc(Cl)cc2Cl)ccc1C#N	-3[fluorescence artefact?]	0.62	-2	4	-2	-2	-8	0[20 µM]	1
COc1ccc(C(=O)NCCc2nnc(SCC(=O)Nc3ccccc3F)n2C)cc1	4	0.14	-6	-3	-10	4	-13	-13	-5
Cc1ccc(C)n1-c1ccc(N2CCOCC2)cc1	4	-0.15	-2	-9	-5	-2	-23	-12[20 µM]	-4
CCN1CCN(CC(O)COc2ccc3c(C)cc(=O)oc3c2)CC1 (centres undefined)	6	-0.31	-5	-11	-19	1	-11	-39	-22
CCOc1ccccc1C(=O)N1CCN(c2ccc(C(F)(F)F)cn2)CC1	2	0.12	4	-4	0	18	-13	-4	2
Cc1ccc(NS(=O)(=O)c2ccc(OCC(=O)N3CCOCC3)cc2)cc1	0	-0.34	5	-8	4	15	0	-20[20 µM]	-7
Nc1ccc(NC(=O)c2ccccc2)c2c1C(=O)c1ccccc1C2=O	-10	·	11	25	-2	-3	-25	-13[20 µM]	-6
C[C@@H](C(=O)N[C@H](C(=O)O)c1ccccc1)n1nnc2ccccc2c1=O	2	0.04	-10	-10	-3	-1	5	-5	·
CCOc1cccc(=O)c2c(C)n(CC3CCCO3)c(C)c12 (centres undefined)	-1[fluorescence artefact?]	-0.78	-8	9	-4	-7	15	-14	-10
CCn1c(CNC(=O)C23CC4CC(CC(C4)C2)C3)nnc1SC	0	0.78	-1	0	-3	-16	5	-9	13
Cc1ccccc1C(=NC(=O)c1ccccc1)c1ccccc1	0	·	-5	-15	-3	3	-17	-6[20 µM]	·
CC(=O)Nc1ccc2c3c(cccc13)C(=O)N(c1ccccc1)C2=O	0	1.2	18	0	-63	-37	-16	-81	-3
Cc1ccc(OCc2nnc(SCC(=O)C(C)(C)C)n2Cc2ccco2)cc1	-1	·	-3	-13	-5	1	-5	-6	4
CC(C)c1ccc(CN(C(=O)C2COc3ccccc3O2)C2CCS(=O)(=O)C2)cc1 (centres undefined)	0	-0.15	-7	-11	4	-4	-10	-9[20 µM]	0
CCCCOc1ccc(S(=O)(=O)Nc2cccnc2)cc1	-2	1.9	4	-12	-2	-19	-10	-24	0
COc1ccccc1Nc1nc(-c2cccc([N+](=O)[O-])c2)nc2ccccc12	0	0.72	43	-2	-8	2	2	-26	4
COc1ccc(CNc2nc3nc(C)c(Cl)c(=O)n3[nH]2)cc1OC	4[fluorescence artefact?]	·	14[fluorescence artefact?]	-1	-2	-23	-23	-16	0
CC1=NN(c2ccccc2)C(=O)C1C=Nc1ccccc1O (centres undefined)	0	1	-14	-7	-3	-11	4	4	-11
O=C(COC(=O)c1c2c(nc3ccccc13)CCCC2)c1ccc(Br)s1	6	0.41	-23[fluorescence artefact?]	-37	-8	-16	-7	5	-1
O=C(NCCc1ccc2c(c1)OCCO2)c1cccc(F)c1	6[fluorescence artefact?]	-0.073	30	2	9	-3	-7	1	-7
CCOC(=O)c1cc2c(C)n(-c3ccc(OCC)cc3)c(C)c2cc(C(=O)OCC)c1=O	2	0.17	-5	-9	-3	-16	-5	-31	·
Cc1c(C(=O)NCCC2=CCCCC2)oc2ccc(S(=O)(=O)N3CCOCC3)cc12	7	·	-7	-4	-4	-10	-4	-15	-10
CN1/C(=c2/s/c(=C3/C(=O)N(c4ccccc4)NC3=Nc3ccccc3)n(C)c2=O)C(C)(C)c2ccccc21	0	-0.32	-2	-14	-3	7	-26	-4[20 µM]	i
Cc1ccc(Nc2ccccc2N)cc1	3	0.098	-2	-17	2	3	-9	-19	-213
COc1ccccc1C(c1nnnn1Cc1ccccc1)N1CCC(C(N)=O)CC1 (centres undefined)	5	-0.4	49	-2	-1	-9	-4	19[20 µM]	-1
COCCCN1C(=O)C(=O)/C(=C(/O)c2ccccc2)C1c1ccc2c(c1)OCO2 (centres undefined)	-4	-0.023	34[fluorescence artefact?]	-13	-1	-3	-11	-30	-3
COc1ccc(N2CCN(CC(=O)Nc3ccc(SC(F)F)cc3)CC2)cc1	-3[fluorescence artefact?]	0.098	-6[fluorescence artefact?]	-2	-13	7	1	-1	1
Cc1noc(NS(=O)(=O)c2ccc(NC(=O)C34CCC(CC3)C4)cc2)c1C	0	·	10	-13	0	-14	-10	-22	2
Cc1cc(-c2ccc(/C=N/n3cnnc3)o2)c([N+](=O)[O-])cc1C	0	0.33	-7	-5	-1	-17	-21	-2[20 µM]	3
C=CCSC1=C(C#N)C(c2ccc(C(C)C)cc2)CC(=O)N1 (centres undefined)	5	0.96	-2	-13	0	-6	-20	-8	-4

A draw from above in order of length of the SMILES, lowest first:
SMILES	eIF4E 4G PPI	KCC2 mod	14-3-3 Bad PPI	p47phox inh	thrombin 1536	hK5 inh	EBV gp42 block	Furin inhibitor	Rad51 HR inh
Cc1csc2nc(CNC(=O)C3CCCCC3)cn12	2[fluorescence artefact?]	0.67	2[fluorescence artefact?]	-1	-5	-10	10	-23	-7
CCOc1nc(-c2ccc(Cl)cc2Cl)ccc1C#N	-3[fluorescence artefact?]	0.62	-2	4	-2	-2	-8	0[20 µM]	1
CC(C(=O)N1CCCCC1)n1ncn2cccc2c1=O (centres undefined)	1	0.15	14	-4	-3	-3	-29	-18	10

Remaining list, next part
SMILES	eIF4E 4G PPI	KCC2 mod	14-3-3 Bad PPI	p47phox inh	thrombin 1536	hK5 inh	EBV gp42 block	Furin inhibitor	Rad51 HR inh
CC(C)OCCCNC(=O)C(NC(=O)c1ccc(Cl)cc1)C(C)C (centres undefined)	1	0.4	-8	-1	-12	-10	-6	-24	5
CN(C)/C=C/C(=O)c1ccc(Cl)s1	-1	-0.1	-3	-19	3	3	-7	-6	-38
Cc1nnc(SCC(=O)N2CCCCC2)s1	1[fluorescence artefact?]	-0.32	1	-9	-5	15	-15	-15[20 µM]	-2
CCOc1cccc(/C(O)=C2/C(=O)C(=O)N(CCOC)C2c2ccc(C)o2)c1 (centres undefined)	0	·	27	7	2	-2	-6	-14[20 µM]	1
CCCCNC(=O)N(O)C1N(CCCC)C(=O)N(CC(=O)OC)C1(C)C (centres undefined)	4[fluorescence artefact?]	0.28	-12	16	-7	-5	-3	-9[20 µM]	-6
CCCCOc1ccc(-c2nnc(N)s2)cc1	3	0.43	1[fluorescence artefact?]	-12	0	-14	-8	-11	·
